# Tb PGK inh: blocks T. brucei phosphoglycerate kinase | P07378 | AID 602233 | Potency, µM (top dose mostly 57.5 µM), for inactives: at the highest dose activity change, negative = inhibition, usual class: inhibitors | 380,000 tested, 0.043% active | PGK/GAPDH coupled, Kinase-Glo luminescence, 60 min; also: potency is read from the fitted curve at half-maximal effect; % is scaled to controls: 0 for no effect and ±100 for the full control effect; nearly all actives have a fitted effect of over 60% in size
# Target sequence (P07378 whole entry, looked up): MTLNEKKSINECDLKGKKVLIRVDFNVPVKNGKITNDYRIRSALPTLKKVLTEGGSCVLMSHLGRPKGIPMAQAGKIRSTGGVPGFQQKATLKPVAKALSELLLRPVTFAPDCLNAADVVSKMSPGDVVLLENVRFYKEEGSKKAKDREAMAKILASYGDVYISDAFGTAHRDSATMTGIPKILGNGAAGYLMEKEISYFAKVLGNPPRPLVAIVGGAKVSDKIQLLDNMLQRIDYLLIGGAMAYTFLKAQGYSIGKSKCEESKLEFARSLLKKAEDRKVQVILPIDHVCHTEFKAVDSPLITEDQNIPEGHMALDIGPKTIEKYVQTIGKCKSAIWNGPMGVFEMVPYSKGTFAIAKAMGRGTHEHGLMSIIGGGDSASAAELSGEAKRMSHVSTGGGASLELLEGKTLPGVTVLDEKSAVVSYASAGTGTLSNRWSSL
#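 Recombinant glycosomal PGK reaction used 1,3-bisphosphoglycerate generated in-well by GAPDH (100nM final) in 100mM TEA pH 7.6, 5mM MgCl2, 0.01% Tween-20. After 60 minutes at room temperature, ATP was read by Kinase-Glo Plus luminescence end-point.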
# GLS inhibitor: blocks human kidney-isoform glutaminase activity | GLS enzymatic activity, qHTS titration | Potency, µM (series often up to 45.5 µM), for inactives: top-dose activity change, negative = inhibition, most hits filed as inhibitors | 410,000 tested, 0.21% active; also: potency is read from the fitted curve at half-maximal effect; % is scaled to controls: 0 for no effect and ±100 for the full control effect
#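 Human kidney-isoform GLS in 45 mM KH2PO4 pH 8.2, 0.02% Tween-20, with compound, started with 1mM L-Glutamine (added stock). Glutamate oxidase/HRP/Amplex red coupled fluorescence read at start and after 30 min at RT.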
# mIDH1 inhibitor: inhibitors of human mutant IDH1 R132H; O75874; IDH1-R132H enzyme, NADPH consumption, diaphorase/resazurin fluorescence; Potency, µM (titrated, usually from 76.6 µM), for inactives: at the top dose activity change, negative = inhibition, hits mostly inhibitors; 390,000 tested, 0.093% active; AID 602179; also: potency is read from the fitted curve at half-maximal effect; % is scaled to controls: 0 for no effect and ±100 for the full control effect; nearly all actives have a fitted effect of over 65% in size
# Target sequence (O75874 whole entry R132H, stated change not applied): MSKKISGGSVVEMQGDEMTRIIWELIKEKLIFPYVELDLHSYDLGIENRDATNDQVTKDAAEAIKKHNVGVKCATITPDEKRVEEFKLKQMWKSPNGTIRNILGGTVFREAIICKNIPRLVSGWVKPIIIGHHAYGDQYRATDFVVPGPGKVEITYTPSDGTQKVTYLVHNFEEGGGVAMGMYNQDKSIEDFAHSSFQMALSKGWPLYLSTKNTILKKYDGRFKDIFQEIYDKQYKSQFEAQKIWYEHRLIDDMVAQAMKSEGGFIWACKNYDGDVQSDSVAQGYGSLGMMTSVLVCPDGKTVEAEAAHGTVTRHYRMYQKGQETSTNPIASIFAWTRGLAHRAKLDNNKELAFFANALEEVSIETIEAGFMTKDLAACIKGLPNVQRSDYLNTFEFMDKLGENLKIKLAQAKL
#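 IDH1-R132H (0.5 ug/mL dispensed) in pH 7.5 Tris buffer was preincubated 30 min with compound, then given a substrate mix of 0.016 mM NADPH and 2 mM alpha-KG for 80 min at room temperature; remaining NADPH was read by diaphorase/resazurin fluorescence.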
# Pin1 inhibitor: inhibitors of human Pin1. Pin1 FP peptide displacement, HiFluor488, 10 min. 390,000 tested, 0.009% active. Q13526. AID 504891. Potency, µM (top dose mostly 115 µM), inactives show at the top dose activity, negative = inhibition, usual class: inhibitors; active = well fitted inhibition curve with a large enough effect in the polarisation, with a control signal flat, not every such curve was filed as active; inconclusive = small, poorly fitted or top-dose-only effect, or effect the other way, or a change in a side signal; inactive = no such curve, though single readings can be large or run the other way; the % refers to the polarisation; also: potency is read from the fitted curve at half-maximal effect; % is scaled to controls: 0 for no effect and ±100 for the full control effect
# Target sequence (Q13526 whole entry, looked up): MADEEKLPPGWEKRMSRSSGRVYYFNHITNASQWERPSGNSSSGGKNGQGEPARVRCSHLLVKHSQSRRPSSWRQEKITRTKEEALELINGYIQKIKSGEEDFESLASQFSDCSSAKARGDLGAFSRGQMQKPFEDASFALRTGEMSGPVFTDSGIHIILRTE
# USP1 inh: USP1/UAF1 (human) deubiquitinase inhibition | 390,000 tested, 0.23% active | Potency, µM (top dose mostly 57.1 µM), for inactives: top-dose activity change, negative = inhibition, actives largely listed as inhibitors | O94782 | AID 743255 | recombinant USP1/UAF1, Ub-Rhodamine cleavage fluorescence; also: potency is read from the fitted curve at half-maximal effect; % is scaled to controls: 0 for no effect and ±100 for the full control effect; nearly all actives have a fitted effect of over 60% in size; inactives centre near -12
#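 Step one: compound is pinned into 1nM USP1/UAF1 in HEPES pH 7.8 buffer with TCEP. Step two: 15 min room-temperature incubation. Step three: Ub-Rho (150nM final) starts cleavage, tracked by fluorescence over six one-minute reads.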
# PI4K2A inh: blocks human PI4K2A kinase activity; 420,000 tested, 0.13% active; Q9BTU6; AID 1346378; purified PI4K2A, ADP-Glo luminescence, 1 h; stronger effect = lower value; activity change, negative = inhibition, % at 76.9 µM; in the data active = activity change below about -50%; inconclusive = mostly about -30% to -49%;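 also: -100% = wells without enzyme as full effect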
#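 PI4K2A activity was measured by ADP-Glo luminescence: enzyme (4 ug/mL stock) and phosphatidylinositol (1.2 mM stock) in Tris pH 7.5/MgCl2/EGTA/Triton X-100 buffer were reacted with ATP (300 microM stock) for one hour at ambient temperature.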
# HP1b binding inh: inhibitors of HP1-beta chromodomain binding to methylated histone tails. P83916. AlphaScreen HP1-beta / biotin-H3K9me3 peptide binding. Potency, µM (top dose mostly 114 µM), for inactives: at the highest dose activity change, negative = inhibition, hits mostly inhibitors. 390,000 tested, 0.56% active; also: potency is read from the fitted curve at half-maximal effect; nearly all actives have a fitted effect of over 70% in size; inactives centre near 23
#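 AlphaScreen: HP1-beta (50 nM) preformed 30 min with biotin-H3(1-18)K9me3 peptide (50 nM) in PBS pH 7.4, 0.01% Tween-20. Compound added for 30 min at RT, then streptavidin donor/nickel chelate acceptor beads (10 ug/mL) for 30 min.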
# TrxR1 substrate: substrates of rat thioredoxin reductase 1 | O89049 | purified TrxR1 substrate turnover, NADPH consumption readout | Potency, µM (top dose mostly 114 µM), for the others: at the top dose activity change, negative = substrate turnover | 390,000 tested, 0.01% active; also: potency is read from the fitted curve at half-maximal effect; % is scaled to controls: 0 for no effect and ±100 for the full control effect; nearly all actives have a fitted effect of over 50% in size
#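 Rat TrxR1, dispensed at 90 nM, was prereduced with 400 uM NADPH (final) for 5 min at ~22 deg C, then incubated with compound 15 min before 400 uM selenite. A first-read NADPH fluorescence drop versus no-compound background flagged substrates.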
# TrxR1 inh: rat TrxR1 inhibition; Potency, µM (titrated, usually from 114 µM), for inactives: top-dose activity change, negative = inhibition, hits mostly inhibitors; recombinant rTrxR1, NADPH fluorescence consumption, selenite substrate; O89049; AID 588453; 390,000 tested, 1% active; also: potency is read from the fitted curve at half-maximal effect; % is scaled to controls: 0 for no effect and ±100 for the full control effect; nearly all actives have a fitted effect of over 65% in size
#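 Rat TrxR1 (90 nM in the dispensed reagent) was pre-reduced with 400 uM NADPH for 5 min at room temperature, then incubated with compound for 15 min. After 400 uM selenite was added, NADPH fluorescence (Ex 340/Em 450 nm) was followed for 8 min.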
# Active calls of the source: *; i = inactive; ? = inconclusive; . = no result given; [ ] = remark or other dose. Unless noted, calls follow the shape of the dose curve; as a rule, active = well fitted curve in the direction sought with a large enough effect; inconclusive = small, poorly fitted or top-dose-only effect, or another doubt; inactive = no such curve, though single readings can be large; an effect the other way counts as inactive or inconclusive. The list is partial, so the mix of outcomes need not match the whole.
# Value order: Tb PGK inh | GLS inhibitor | mIDH1 inhibitor | Pin1 inhibitor | USP1 inh | PI4K2A inh | HP1b binding inh | TrxR1 substrate | TrxR1 inh
- Cc1nc2c(-c3ccccc3)c(C)nn2c(C)c1CCC(=O)NCc1ccc(F)cc1
    -2% | 0% | -8% | -10% | ? | -6 | 38% | 6% | 15%
- COc1ccc(CN2C(=O)N(c3ccccc3)C(=O)C2CC(=O)Nc2ccccc2)cc1OC (stereo unspecified)
    -22% | 1% | 0% | -4% | 0% | 3 | 2% | -1%[57.1 µM] | 4%[57.1 µM]
- CCN(CC)S(=O)(=O)c1ccc(C(=O)N2CC(=O)Nc3ccc(F)cc3C2c2ccccc2)cc1 (stereo unspecified)
    -9% | 8% | 2% | -1% | 0% | -3 | 22% | 7%[2.29 µM] | 15%
- C=CCn1c(SC(C)C(=O)Nc2ccc(F)c(F)c2F)nnc1C1CC1 (stereo unspecified)
    -6% | 7% | -1% | -6% | 0% | -4 | 7% | -6% | 12%
- O=C(CNc1cccc(S(=O)(=O)N2CCCC2)c1)Nc1ccc(C(F)(F)F)cc1
    i | 8% | -10% | -2% | -9% | 6 | 2% | -19% | -12%
- Cc1ccccc1NC(=O)Cc1nc(COC(=O)c2ccc(Cl)nc2)cs1
    -1% | -1% | 6% | 11% | -10% | -1 | 2% | -6%[57.1 µM] | 1%[57.1 µM]
- Cc1cc2cc(C)c3nnc(SCC(=O)Nc4ccc(S(=O)(=O)N5CCCCC5)cc4)n3c2cc1C
    7% | 10% | -2% | 3% | -5% | 2 | 22% | -6% | -5%
- Cc1nnc(NC(=O)c2ccc(C)c(S(=O)(=O)N3CCCCCC3)c2)s1
    -7% | -1% | -3% | 1% | -8% | 5 | 13% | -11% | -12%
- Cc1ccc(C(=O)C2CCN(S(=O)(=O)c3ccccc3C(=O)O)CC2)cc1
    4% | 8% | 10% | -2% | -9% | -4 | 29% | 1% | 24%
- O=C1N(Cc2cccnc2)C[C@@H]2C[C@@H](c3ccc(C(F)(F)F)cc3)N3CCC[C@@]123
    i | -9% | -2% | -3% | -21% | 6 | 30% | 11%[57.1 µM] | -8%[57.1 µM]
- CCOC(=O)N1CCN(c2cc(=O)n(-c3ccccc3Cl)c(=O)[nH]2)CC1
    -2% | 4% | -12% | -2% | -11% | -3 | 21% | -2% | ?
- Cc1cccc(C)c1NC(=O)CSc1nnc(-c2cccnc2)o1
    1% | -2% | 7% | -14% | -5% | -2 | 19% | 3%[57.1 µM] | 19%[57.1 µM]
- Cc1ccc(C(O)CSc2nnc(-c3ccc4ccccc4c3)n2C)cc1 (stereo unspecified)
    -3% | -6% | 0% | -3% | -8% | -4 | 19% | 6% | -6%[57.1 µM]
- N/C(=N\OC(=O)c1ccc(Cl)c(Cl)c1)c1cccc(CSc2ccccn2)c1
    -2% | 5% | -5% | 19% | -14% | -20 | 51%[activator] | 6%[57.1 µM] | 18%[57.1 µM]
- NNC(=O)CSc1nc(-c2ccccc2)nc2c1CCCC2
    -7% | 23% | 0% | -1% | -17% | 6 | -10% | 0% | 12%
- COc1ccc(CNC(=O)C(Cc2ccccc2)NS(=O)(=O)c2ccc3c(c2)CCN3C(C)=O)cc1 (stereo unspecified)
    1% | 3% | 0% | 13% | -24% | 0 | 32% | -11% | -9%
- CCN(CC)c1nc(-c2ccccc2)ncc1S(=O)(=O)c1ccc(C)cc1
    -1% | 2% | 2% | 8% | -10% | -13 | 87%[activator] | 3% | 13%
- O=[N+]([O-])/C(N=Nc1ccccc1)=N\Nc1ccccc1
    -3% | 9% | 5% | -4% | -12% | 0 | ? | 10% | 5%[57.1 µM]
- CC(C)OC(=O)CSc1nnc(-c2cnccn2)n1C
    4% | 4% | 0% | -1% | -12% | -3 | 17% | -5% | -5%
- NS(=O)(=O)c1ccc(NC(=S)NCc2ccc(Cl)cc2)cc1
    -1% | -18% | 4% | -1% | -7% | -1 | ? | 0% | 7%
- FC(F)(F)Oc1ccc(NC(=S)Nc2ccccc2N2CCOCC2)cc1
    i | 29% | 8% | -8% | -12% | -1 | 3% | -5% | -16%
- COc1ccc(CCNC(=O)CCCCCNC(=O)N2CCn3c2nc2ccccc23)cc1OC
    -5% | -2% | -8% | -5% | -8% | -2 | 27% | -1% | 21%
- CCCCC(=O)Nc1ccc2c(c1)nc(CN1CCN(C(=O)OCC)CC1)n2C
    i | -1% | -10% | -7% | -11% | 1 | 35% | -2% | 13%
- CCOC(=O)C(C)Sc1nc2c([nH]c3ccccc32)c(=O)n1C (stereo unspecified)
    . | -11% | 0% | 0% | -3% | -3 | 31% | 3% | 25%
- CC(=O)N1CC(C)Oc2ccc(S(=O)(=O)Nc3ccc(Cl)cn3)cc21 (stereo unspecified)
    -11% | 1% | -2% | -12% | -14% | -3 | 47%[activator] | -4% | 5%
- Cc1ccc(NC(C#N)c2ccccc2OCc2ccccc2)cc1 (stereo unspecified)
    -8% | 12% | 5% | -3% | -26% | -3 | 101%[activator] | 2% | 12%
- CCc1ccc(NC(=O)CSc2ccc(-c3cccnc3)nn2)cc1
    -5% | -1% | -6% | 10% | -8% | -1 | 17% | -1% | 18%
- O=C(O)/C=C/C(=O)Nc1ccc(OC(F)(F)Cl)cc1
    i | -1% | -1% | -3% | -15% | 2 | 27% | -2%[57.1 µM] | 2%[57.1 µM]
- O=C(CSc1nnnn1-c1ccccc1)N1CCN(C(=O)c2ccco2)CC1
    0% | -10% | 7% | -3% | -22% | 8 | 24% | -2% | 0%
- COc1nc(N/N=C/c2ccc(C)cc2)nc(N2CCCCC2)n1
    4% | -1% | -2% | 13% | -20% | 1 | 38% | 10% | 20%

# The list goes on; the last 2 above are carried over.
smiles	Tb PGK inh	GLS inhibitor	mIDH1 inhibitor	Pin1 inhibitor	USP1 inh	PI4K2A inh	HP1b binding inh	TrxR1 substrate	TrxR1 inh
O=C(CSc1nnnn1-c1ccccc1)N1CCN(C(=O)c2ccco2)CC1	0%	-10%	7%	-3%	-22%	8	24%	-2%	0%
COc1nc(N/N=C/c2ccc(C)cc2)nc(N2CCCCC2)n1	4%	-1%	-2%	13%	-20%	1	38%	10%	20%
O=C(O)c1cc(O)c2c(c1)[C@@H]([C@H]1c3cc(C(=O)O)cc(O)c3C(=O)c3c(O[C@@H]4O[C@H](CO)[C@@H](O)[C@H](O)[C@H]4O)cccc31)c1cccc(O[C@@H]3O[C@H](CO)[C@@H](O)[C@H](O)[C@H]3O)c1C2=O	3.2µM*	1.8µM*	8%	2.5µM*	?	-64*	1.3µM*	-8%[57.1 µM]	?
C[C@H]1CN([C@@H](C)CO)C(=O)c2cccc(NC(=O)C3CC3)c2O[C@H]1CN(C)Cc1ccc(C(F)(F)F)cc1	i	-1%	14%	-2%	-26%	-5	87%[activator]	-2%	-24%
O=C(/C=C\c1ccco1)Nc1nc(-c2ccc3ccccc3c2)cs1	-4%	5%	-1%	25%	0%	-5	5%	4%	-4%
Cn1c(N)c(C(=O)COC(=O)c2ccc(OC(F)F)cc2)c(=O)n(C)c1=O	-4%	-2%	-2%	-14%	-8%	1	26%	-5%	24%
COc1ccc(N2CCN(C(=O)CCc3c[nH]c4ccccc34)CC2)cc1	8%	0%	2%	0%	-15%	-18	-7%	3%[57.1 µM]	4%[57.1 µM]
c1ccc2cc(CNCc3cccc4ccccc34)ccc2c1	-3%	6%	5%	15%	-13%	2	111%[activator]	-21%[57.1 µM]	14%[57.1 µM]
O=C(Nc1nc2nc(-c3ccccc3)cc(=O)n2[nH]1)c1ccc(F)cc1	0%	-1%	?	-4%	11%	-13	30%	-6%	-3%
C[C@H]1Cn2cnc(C(=O)N[C@@H](Cc3c[nH]c4ccccc34)C(=O)OC(C)(C)C)c2C(=O)N1	-2%	-3%	-16%	.	-24%	-1	.	.	.
COc1cccc(/C=N/NC(=O)CNC(=O)c2ccc3c(c2)OCCO3)c1O	4%	11%	-1%	7%	-22%	0	42%[activator]	0%	-7%
C(=N\N1CCOCC1)/c1ccsc1	-3%	8%	3%	-1%	-11%	-1	31%	13%[2.29 µM]	16%[57.1 µM]

# Whole records, looked up by structure. Values in the order: Tb PGK inh, GLS inhibitor, mIDH1 inhibitor, Pin1 inhibitor, USP1 inh, PI4K2A inh, HP1b binding inh, TrxR1 substrate, TrxR1 inh
# C[C@H]1CN([C@@H](C)CO)C(=O)c2cccc(NC(=O)C3CC3)c2O[C@H]1CN(C)Cc1ccc(C(F)(F)F)cc1 across the screens: i, -1%, 14%, -2%, -26%, -5, 87%[activator], -2%, -24%
# c1ccc2cc(CNCc3cccc4ccccc34)ccc2c1 across the screens: -3%, 6%, 5%, 15%, -13%, 2, 111%[activator], -21%[57.1 µM], 14%[57.1 µM]

# Screening data from PubChem.
